RGS4 pot = potentiators or activators of RGS4; HEK293 M3R/inducible RGS4, carbachol calcium flux Fluo4; active compounds read low; B-score at 10 µM; 310,000 tested, 0.92% active;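 active = B-score of the integrated calcium signal more than 4 SD below the library mean, with starting fluorescence not abnormally high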;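 also: negative B-score means reduced calcium response which marks RGS4 activation or potentiation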
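Assay system: Inducible-RGS4 HEK293 cells carrying M3 receptor | Schedule: Compound preincubation 20 min at room temperature before agonist | Signal: Kinetic calcium fluorescence imaging with Fluo4-AM dye, 2 µM | Read-out basis: B score from integrated fluorescence ratio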
HDAC3 inhib = inhibitors of human histone deacetylase 3. O15379. inhibition, % at 8.3 µM. 320,000 tested, 0.15% active. recombinant HDAC3, fluorogenic peptide/trypsin coupled, fluorescence; in the data active = inhibition above about 26%, passing the limit was not always enough
Target sequence (O15379 whole entry, looked up): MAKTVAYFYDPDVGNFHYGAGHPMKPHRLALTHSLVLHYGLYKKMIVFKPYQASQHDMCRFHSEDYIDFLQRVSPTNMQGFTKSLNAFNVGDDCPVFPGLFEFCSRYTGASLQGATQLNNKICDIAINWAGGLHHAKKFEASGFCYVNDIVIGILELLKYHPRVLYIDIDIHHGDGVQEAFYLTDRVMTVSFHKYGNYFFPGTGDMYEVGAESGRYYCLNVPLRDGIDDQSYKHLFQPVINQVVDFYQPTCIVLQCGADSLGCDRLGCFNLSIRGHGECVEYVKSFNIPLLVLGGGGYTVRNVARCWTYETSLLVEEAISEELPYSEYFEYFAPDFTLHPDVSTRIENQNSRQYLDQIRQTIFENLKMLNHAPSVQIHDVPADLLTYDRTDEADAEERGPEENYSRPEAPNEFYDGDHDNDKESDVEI
KCNQ1 pot = human KCNQ1 channel potentiation or activation. P51787. CHO-K1 KCNQ1, thallium flux FluxOR fluorescence; active compounds read high. B-score at 10 µM. 310,000 tested, 0.35% active. AID 2648;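 active = fluorescence ratio B-score, a plate-corrected score, at least three library SD, with initial intensity B-score within 5 SD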
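Doses: Single concentration per compound, DMSO matched to controls | Test system: KCNQ1-transfected CHO-K1 cells | Timing: 90 min dye loading and 20 min compound exposure, both at room temperature | Measured by: Kinetic FluxOR thallium fluorescence, 10-s 1-Hz baseline, 110-s post-stimulus read | Medium: Assay buffer with matched DMSO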
SKKanGAS inh = SKKanGAS growth inhibition; S. pyogenes SKKanGAS, kanamycin growth, BacTiter-Glo, 6 h; inhibition, % at 7.5 µM; 300,000 tested, 1.3% active;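 active = mean replicate score, as percent of positive control median, at least 50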;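 also: strain carries kanamycin resistance gene driven by streptokinase promoter and grows in 40 µg/ml kanamycin; loss of luminescence reflects streptokinase promoter inhibition or plain growth inhibition; 0% = median of DMSO wells and 100% = positive control at its reference dose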
ANO1 block = mouse TMEM16A channel inhibition, primary screen. AID 588511. normalized B-score (activity score, 25-100; higher = stronger inhibition) at 10 µM. HEK293 TMEM16A/YFP iodide influx fluorescence, ionomycin. Q8BHY3. 310,000 tested, 1.2% active;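 active = ratio plate-corrected score three or more library SD toward inhibition, starting fluorescence score within five deviations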;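 also: score derived from kinetic fluorescence span divided by baseline fluorescence per well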
RGS4 inh = inhibitors of human RGS4; P49798; HEK293 M3R/RGS4 inducible, Fluo-4 calcium flux; active compounds read high; triggered by carbachol at its EC20; B-score at 10 µM; 310,000 tested, 0.45% active;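 active = B-score, a plate-corrected calcium signal, over three deviations above library mean, with baseline fluorescence within five deviations of library mean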;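 also: RGS4 expression induced by doxycycline in cells with stable M3 receptor; B-score is computed from the integrated fluorescence ratio over baseline after carbachol; higher B-score means a larger calcium signal and so more RGS4 inhibition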
Target sequence (P49798 whole entry, looked up): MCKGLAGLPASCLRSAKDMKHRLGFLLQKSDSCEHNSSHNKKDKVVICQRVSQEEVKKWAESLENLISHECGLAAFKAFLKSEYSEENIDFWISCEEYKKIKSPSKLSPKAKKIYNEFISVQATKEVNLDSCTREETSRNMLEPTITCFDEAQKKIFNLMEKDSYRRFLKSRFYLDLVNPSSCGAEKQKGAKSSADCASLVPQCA
KCNK9 block = human KCNK9 channel inhibition; Q9NPC2; HEK293 KCNK9, FluxOR thallium flux fluorescence; active compounds read low; B-score at 10 µM; AID 488922; 310,000 tested, 1.2% active;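 active = ratio B-score over 3 SD below the library mean, with starting fluorescence within 5 SD of its mean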;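 also: negative B-score means less thallium flux so channel inhibition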
Target sequence (Q9NPC2 whole entry, looked up): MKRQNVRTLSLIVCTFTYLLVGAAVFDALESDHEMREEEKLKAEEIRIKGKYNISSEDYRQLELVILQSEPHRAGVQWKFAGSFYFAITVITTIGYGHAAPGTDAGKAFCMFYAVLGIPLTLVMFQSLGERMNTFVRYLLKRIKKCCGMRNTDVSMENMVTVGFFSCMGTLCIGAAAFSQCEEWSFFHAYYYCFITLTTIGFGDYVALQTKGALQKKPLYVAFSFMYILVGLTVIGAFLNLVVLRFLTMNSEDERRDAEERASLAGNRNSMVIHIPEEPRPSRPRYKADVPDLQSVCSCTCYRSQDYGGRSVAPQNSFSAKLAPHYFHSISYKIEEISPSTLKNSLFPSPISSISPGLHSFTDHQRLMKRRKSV
TMEM16A act = mouse TMEM16A channel activation, primary screen | HEK293 TMEM16A/YFP-H148Q/I152L, iodide quench fluorescence; active compounds read low | B-score at 10 µM | Q8BHY3 | 340,000 tested, 0.3% active;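 active = fluorescence-ratio B-score plate-corrected deviation score at least 3 library SD below zero, with starting fluorescence score within 5 deviations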;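 also: channel opened by trigger with iodide after compound preincubation; score built on the fluorescence ratio of max minus min over baseline; more negative score means more quench and so TMEM16A activation or potentiation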
hERG rescue = hERG (human) protection from proarrhythmic block | Q12809 | CHO-hERG, FluxOR thallium flux, dofetilide IC70 present | activation (rescue from dofetilide block), less the hit threshold, % at 10 µM | 310,000 tested, 0.51% active | AID 1511;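 active = activation above the mean of controls blocked by dofetilide plus 5 SD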;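 also: thallium influx through hERG after potassium depolarization seen as dye fluorescence rise; in these data hits start at about 4.7%; inactives centre near -7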
KCNK3 inh = human KCNK3 channel inhibition, primary screen. O14649. CHO-KCNK3 thallium flux, FluxOR fluorescence; active compounds read low. B-score at 10 µM. 340,000 tested, 0.84% active. AID 602410;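 active = B-score under library mean minus 4 SD, starting fluorescence ratio at most library mean plus 5 SD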;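 also: more negative B-score means stronger inhibition of thallium flux through KCNK3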
KCNQ1 block = human KCNQ1 channel inhibition; CHO-K1 KCNQ1, FluxOR thallium flux fluorescence; active compounds read high; B-score at 10 µM; 310,000 tested, 1.3% active; AID 2642;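 active = compounds whose thallium flux B-score, printed positive for inhibition, exceeds three library SD while starting fluorescence stays within three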;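 also: channel opened by potassium depolarization with thallium stimulus after 20 min compound exposure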
The depositor's hits bear a star; i = inactive; . = not tested or not shown.

smiles,RGS4 pot,HDAC3 inhib,KCNQ1 pot,SKKanGAS inh,ANO1 block,RGS4 inh,KCNK9 block,TMEM16A act,hERG rescue,KCNK3 inh,KCNQ1 block
CCOC(=O)c1nn(-c2ccc(F)cc2)c(=O)cc1OCC(=O)Nc1ccc(OCC)cc1,i,.,i,28,i,i,i,i,-2,i,i
CN(C)CC#Cc1cncc(C(=O)NNC(=O)Nc2ccc(Cl)cc2)c1,i,6,i,20,i,i,i,i,-10,i,i
C/C(=N\Nc1nc(N2CCCCC2)nc(N2CCOCC2)n1)c1cccs1,i,6,i,1,i,i,i,i,-10,i,i
COc1cc(O)c(CCO)c2c1C(=O)C[C@@H](C)O2,i,-3,i,0,i,i,i,i,-6,i,i
Cc1csc(=Nc2ccc(S(=O)(=O)N3CCOCC3)cc2)n1Cc1ccco1,i,8,i,3,i,i,i,i,-1,i,i
COc1ccc(N2CCN(C(=O)Cn3cnc4c(cnn4-c4ccc(C)cc4)c3=O)CC2)cc1,i,5,i,-2,i,i,i,i,-2,i,i
Cc1ccccc1NC(=O)CSc1nnc(NC(=O)C2CC2)s1,i,4,i,-1,i,i,i,i,-7,i,i
CCCCn1c(=O)[nH]c(=O)c2c1nc(-c1ccc(OCC)cc1)n2CC,i,-1,i,10,i,i,i,i,-4,i,i
COCCCNC(=O)C1CCCN(C(=O)Nc2ccc(OC)cc2)C1 (stereo not given),i,5,i,10,i,i,i,i,-8,i,i
COc1cc(C)nc(NS(=O)(=O)c2ccccc2)n1,i,9,i,-2,i,i,i,i,-5,i,i
CCc1cccc2c(C(=O)C(F)(F)F)cn(CC(=O)NCC3CCCO3)c12 (stereo not given),i,-1,i,-9,i,i,i,i,-8,i,i
C=CCSc1nnc(Cc2c(C)[nH]c3ccccc23)o1,i,3,i,-3,i,i,i,i,-20,i,i
CC(=O)Nc1cccc(NC(=O)CSc2nc3c(=O)n(C)c(=O)n(C)c3n2C)c1,i,.,i,15,i,i,i,i,-4,i,i
CC(C)C(C(=O)Nc1cccnc1)N1C(=O)c2ccccc2C1=O (stereo not given),i,-5,i,-16,i,i,i,i,-16,i,i
Cc1[nH]c2ccc(C(=O)NCCCN3CCCCC3)cc2c1C,i,4,i,-8,i,i,i,i,-6,i,i
COc1ccc(S(=O)(=O)N(C)C)cc1NC(=O)CCNC(=O)c1ccccc1OC,i,1,i,-7,i,i,i,i,-11,i,i
O/N=C/c1cc(Br)cs1,i,-4,i,0,i,i,i,i,-6,i,i
COc1ccc(CC(=O)Nc2cccc(-c3nnc(-c4ccco4)o3)c2)cc1,i,-7,i,-3,i,i,i,i,1,i,i
COC(=O)c1ccccc1NC(=O)NC1CCCC1,i,-19,i,4,i,i,i,i,-7,i,i
COc1ccc(OCC(=O)c2c[nH]c3ccccc23)cc1,i,-11,i,-6,i,i,i,i,-4,i,i
CCn1c(SCC(=O)OC)nnc1-c1ccncc1,i,-4,i,6,i,i,i,i,-7,i,i
CC(=O)Nc1ccc(NC(=O)c2c(-c3ccccc3Cl)noc2C)cc1,i,-5,i,0,i,i,i,i,-7,i,i
FC(F)(F)c1cc(-c2ccccc2)nc(NCC2CCCO2)n1 (stereo not given),i,9,i,12,i,i,i,i,-14,i,i
COc1ccccc1Nc1nc(-c2ccc([N+](=O)[O-])cc2)nc2ccccc12,i,-14,i,-4,i,i,i,i,-6,i,i
Cc1nn(-c2ccccc2)c2c1C(=O)NC(=O)C(C)(C)C2,i,8,i,-5,i,i,i,i,-11,i,i
CCN(c1cc(C)cc(C)c1)S(=O)(=O)c1nnc(NC(=O)C(C)(C)C)s1,i,11,i,5,i,i,i,i,-5,i,i
NC(=S)c1cc2ccc(O)cc2oc1=O,i,.,i,8,.,i,i,i,-5,i,i
CCn1c(=O)cc(SCC(=O)Nc2cccnc2)c2ccccc21,i,3,i,-3,i,i,i,i,-4,i,i
Cc1cccc(-n2ncc3c2CCCC3NC(=O)Cc2c(C)noc2C)c1C (stereo not given),i,0,i,8,i,i,i,i,-20,i,i
CCOC(=O)N1CCN(c2cc(N3CCN(CC)CC3)c(F)cc2[N+](=O)[O-])CC1C (stereo not given),i,6,i,-2,i,i,i,i,-6,i,i
COc1nc(N2CCCC2)nc(-n2nnc(C(C)=O)c2C)n1,i,3,i,0,i,i,i,i,-8,i,i
OC1CCN(c2c3c(nc4cc(-c5cccc(F)c5)nn24)CCCC3)CC1,i,0,i,9,i,i,i,i,-4,-8.9*,i
O=C1CC2(CCN(S(=O)(=O)c3ccccc3F)CC2)Oc2ccccc21,i,-18,i,-2,i,i,i,i,-9,i,i
C=CCNC(=O)C1CCN(S(=O)(=O)c2ccc(Br)cc2)CC1,i,-3,i,2,i,i,i,i,-7,i,i
Cc1ccc(C(=O)OCC(=O)Nc2ncc(Cl)cc2Cl)cc1NC(=O)c1ccco1,i,0,i,3,i,i,i,i,-9,i,i
CCN(CC)S(=O)(=O)c1cccc(NC(=O)CNc2cccc(S(=O)(=O)N3CCCC3)c2)c1,i,7,i,-2,25*,i,i,i,-14,i,i
CCc1nn2c(=O)c(S(=O)(=O)Nc3cccc(F)c3)c(C)nc2s1,i,5,i,4,i,i,i,i,-3,i,i
CCn1c(COc2ccccc2)nc2ccccc21,i,-8,i,5,i,i,i,i,-7,i,i
COc1ccccc1N1CCN(C(c2ccccn2)c2nnnn2C2CCCCC2)CC1 (stereo not given),i,0,i,0,i,i,i,i,-6,i,i
C[C@@]12C(=O)N(Cc3ccc(-c4ccccc4)cc3)CC(=O)N1[C@H](/C=C/c1ccccc1)[C@@H]1C(=O)N(c3ccccc3)C(=O)[C@@H]12,i,10,i,17,i,i,i,i,-12,i,i
COc1ccc(N2CCN(c3nc(Cl)nc(Nc4ccc(F)cc4)n3)CC2)cc1,i,2,i,32,i,i,i,i,-11,i,i
CCC(C)NC(=O)c1ccc(C(=O)c2ccccc2)cc1 (stereo not given),i,-2,i,1,i,i,i,i,-1,i,i
Cn1cc(Cl)c(C(=O)NC2CCCCCC2)n1,i,-4,i,-12,i,i,i,i,-6,i,i
Cc1cc(C)c2nc(SCCC#N)nc(C)c2c1,i,4,i,-7,i,i,i,i,-6,i,i
Cc1cc(NC(=O)CCC(=O)N(Cc2ccco2)C2(C(=O)NC3CCCC3)CCC(C)CC2)no1 (stereo not given),i,2,i,1,i,i,i,i,-9,i,i
COC(=O)C1=C(C)N(Cc2cccnc2)C(=O)/C1=C\c1cccs1,i,2,i,-3,i,i,i,.,-8,.,i
CCCOc1ccc(N2C(=O)CC(N3CCC(c4nc5ccccc5o4)CC3)C2=O)cc1 (stereo not given),i,-3,i,5,i,i,i,.,-20,.,i
CCc1c(C)nc(SC/C=C/c2ccccc2)[nH]c1=O,i,-3,i,-3,i,i,i,i,-10,i,i
CCC(=O)N(C1=C(NC)C(=O)c2ccccc2C1=O)C(C)C,i,3,i,-14,i,i,i,i,-8,i,i
CC(=O)N1CCc2ccc(S(=O)(=O)Nc3ccccc3Cl)cc21,i,-1,i,-3,i,i,i,i,-16,i,i
Cc1ccc(NC(=O)c2ccccc2OCc2ccc([N+](=O)[O-])cc2)nc1,i,-3,i,16,i,i,i,i,-4,i,i
COc1ccc(C(=O)C2=NN(C(C)=O)CC2c2ccco2)cc1 (stereo not given),i,0,i,15,i,i,i,i,-8,i,i
CC1CCc2c(C(=O)Nc3ccc(OC(F)(F)F)cc3)csc2C1 (stereo not given),i,-3,i,6,i,i,i,i,-3,i,i
NC(=O)/C(=N\OC(=O)c1ccco1)c1nc(-c2ccc(Br)cc2)cs1,i,.,i,-4,i,i,i,i,-15,i,i
Cc1ncn(-c2ccccc2)c1-c1ccccc1,i,-4,i,0,i,i,i,i,-5,i,i
CCc1ccc(C(=O)N2CCCC2)s1,i,0,i,-2,i,i,i,i,-9,i,i
COc1ccccc1N1CCN(C(=O)c2cccc3c(=O)c(C)c(-c4ccccc4)oc23)CC1,i,6,i,2,i,i,i,i,-6,i,i
CCN(CC)c1ccc2c(Cl)c(Br)c(=O)oc2c1,i,-1,i,-6,i,i,i,i,-5,i,i
CCOc1cccc(C(=O)Nc2ccc3ccccc3c2)c1,i,11,i,7,i,i,i,i,3,i,i
CC1(C)CC(=O)N(c2ccc(Cl)cc2Cl)C(=O)C1,i,0,i,1,i,i,i,i,-2,i,i

Structures listed so far that have a nitro group on carbon, in the order listed:
smiles,RGS4 pot,HDAC3 inhib,KCNQ1 pot,SKKanGAS inh,ANO1 block,RGS4 inh,KCNK9 block,TMEM16A act,hERG rescue,KCNK3 inh,KCNQ1 block
COc1ccccc1Nc1nc(-c2ccc([N+](=O)[O-])cc2)nc2ccccc12,i,-14,i,-4,i,i,i,i,-6,i,i
CCOC(=O)N1CCN(c2cc(N3CCN(CC)CC3)c(F)cc2[N+](=O)[O-])CC1C (stereo not given),i,6,i,-2,i,i,i,i,-6,i,i
Cc1ccc(NC(=O)c2ccccc2OCc2ccc([N+](=O)[O-])cc2)nc1,i,-3,i,16,i,i,i,i,-4,i,i

Continued:
smiles,RGS4 pot,HDAC3 inhib,KCNQ1 pot,SKKanGAS inh,ANO1 block,RGS4 inh,KCNK9 block,TMEM16A act,hERG rescue,KCNK3 inh,KCNQ1 block
CC(=O)Nc1cccc(-n2c(=O)n(Cc3ccccc3)c(=O)c3[nH]cnc32)c1,i,-1,i,2,i,i,i,i,0,i,i
COc1ccc(NC(=O)c2ccc(NC(=O)CN(C)CC(=O)Nc3c(C)cccc3C)cc2)cc1,i,2,i,-2,i,i,i,i,-11,i,i
Cc1csc(NC(C)c2nc3cc(Cl)c(N4CCCCC4)cc3n2CCOCCO)n1 (stereo not given),i,15,i,0,i,i,i,i,-7,i,i
Cc1ccc(/C=N\NC(=O)c2cc([N+](=O)[O-])cc([N+](=O)[O-])c2)o1,i,.,i,-14,i,i,i,i,-14,i,i
COC(=O)c1ccc(COc2cccc3c2CCN(Cc2cccc(C)c2)C3=O)o1,i,2,i,1,25*,i,i,i,-7,i,i
